Source: PubChem BioAssay (several laboratories)
LYP inhibition: PTPN22 lymphoid phosphatase activity blockers – biochemical, fluorescence intensity, uHTS (AID 1779) | recombinant LYP phosphatase, fluorescence intensity; higher % means a stronger effect | inhibition, % at 11.5 µM; hits with a dose series show IC50 in µM | 290,000 compounds, 0.054% hits; in the data active = inhibition above about 50%;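 note: plate controls were vehicle with enzyme for no effect and no enzyme for full effect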
Myeloid diff 2: compounds promoting myeloid differentiation | ER-HoxA9 myeloid progenitors, lysozyme-GFP differentiation, flow cytometry | calls only at 10 µM | 360,000 compounds, 1% hits | AID 624256;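 active = normalized GFP-positive differentiation at or above the plate's own cutoff, the solvent-only control mean plus 3 SD; inconclusive = no clear call, values can overlap the other calls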;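 note: cells exposed to compound for four days before flow analysis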
GPR35 arrestin U2OS: inhibition of zaprinast-stimulated GPR35 beta-arrestin translocation – imaging, U2OS, beta-arrestin-GFP, zaprinast agonist, primary screen (AID 2058); U2OS GPR35 beta-arrestin-GFP translocation imaging, zaprinast antagonism; higher % means a stronger effect; inhibition, % at 10 µM; hits with a dose series show IC50 in µM; 290,000 compounds, 0.052% hits;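 active = inhibition of at least 50% with at least 30 cells and total cytoplasm GFP at most 10,000,000; inconclusive = under 30 cells or total GFP of 10,000,000 plus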
PhoP inhibition: inhibitors of PhoP regulon expression, primary screen, Salmonella Typhimurium, GFP reporter (AID 1863). S. Typhimurium PhoP-regulated promoter GFP reporter, 4 h; higher % means a stronger effect. one-dose inhibition, % at 50 µM; IC50 in µM for titrated hits. 300,000 compounds, 0.16% hits;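 active = inhibition over 29.93%, a cutoff 3 SD above the screen mean, later confirmed by dose response; inconclusive = inhibition over 29.93% but no dose response follow-up; inactive = inhibition at most 29.93% or unconfirmed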;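 note: 0% = low Mg2+ inducing control and 100% = high Mg2+ repressing control; strong numbers were not always called active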
NTR1 ag: NTR1-driven beta-arrestin-GFP spot formation – imaging, U2OS cells, high content, primary screen (AID 493036); P30989; agonist mode; activation, % at 20 µM; 330,000 compounds, 0.17% hits;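 active = activation at or above 40% of the spot to cytoplasm intensity ratio, with at least 20 cells analyzed; inconclusive = wells under 20 cells, flagged as cytotoxic or low count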;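 note: 0% = DMSO without peptide and 100% = 100 nM NTR1 peptide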
Target sequence (P30989 whole entry, looked up): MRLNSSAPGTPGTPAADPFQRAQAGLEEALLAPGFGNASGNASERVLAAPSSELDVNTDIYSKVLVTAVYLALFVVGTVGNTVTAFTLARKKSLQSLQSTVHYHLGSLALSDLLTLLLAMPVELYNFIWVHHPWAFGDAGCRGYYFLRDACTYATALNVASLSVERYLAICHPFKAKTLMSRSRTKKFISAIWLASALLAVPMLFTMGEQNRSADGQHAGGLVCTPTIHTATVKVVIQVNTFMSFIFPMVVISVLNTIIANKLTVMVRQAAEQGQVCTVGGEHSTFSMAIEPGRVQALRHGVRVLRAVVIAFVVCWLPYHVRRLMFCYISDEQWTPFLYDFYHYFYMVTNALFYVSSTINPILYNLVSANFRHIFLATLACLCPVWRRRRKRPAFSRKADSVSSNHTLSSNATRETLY
Siah-1 displacement: Siah-1 peptide-binding antagonists, primary screen, biochemical, fluorescence polarization, rhodamine-plectin, uHTS (AID 1817); Siah-1 / rhodamine-plectin peptide fluorescence polarization; higher % means a stronger effect; 290,000 compounds, 0.02% hits; one-dose displacement, % at 20 µM; IC50 in µM for titrated hits;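 active = displacement of at least 50% at 20 µM, with a fluorescence ratio check between 0.3 and a set limit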;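 note: plate controls were Siah plus tracer with DMSO for no effect and tracer alone without Siah for full effect; strong numbers were not always called active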
HIV peptide binding: cell-free HIV fusion peptide-binding blockers – biochemical, uHTS, fluorescence dequenching, primary screen (AID 1986) | cell-free peptide binding, fluorescence dequenching, 30 min; higher % means a stronger effect | one-dose inhibition, % at 20 µM; IC50 in µM for titrated hits | 290,000 compounds, 0.3% hits; in the data active = inhibition mostly above about 52%, no sharp cut-off; inactive = mostly below about 76%; note: some results filed as inactive read as strong as hits
GPR55 antagonists: GPR55 antagonists blocking LPI-driven arrestin recruitment, primary screen, imaging, U2OS, beta-arrestin-GFP, LPI agonist (AID 2013) | U2OS GPR55 beta-arrestin-GFP translocation imaging, LPI antagonism; higher % means a stronger effect | one-dose inhibition, % at 10 µM; IC50 in µM for titrated hits | 290,000 compounds, 0.13% hits;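 active = spots per cell inhibited over 60%, with over 100 cells counted and total cytoplasm intensity under 500,000; inconclusive = wells with under 100 cells, flagged as likely toxic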;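 note: U2OS cells stably carrying GPR55 and arrestin-GFP stimulated by 5 µM LPI near EC80; imaged beta-arrestin-GFP aggregate spots per cell after agonist stimulation; plate controls were LPI-stimulated DMSO wells for no effect and DMSO wells without LPI for full effect; some results filed as inactive read as strong as hits; confirmed hits need IC50 under 10 µM and bright autofluorescent wells are also inconclusive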
MgcRacGAP inhibition: MgcRacGAP GTPase-activating activity inhibitors, confirmation, biochemical, ADP Hunter fluorescence | MgcRacGAP-stimulated Rac1 GTP hydrolysis, ADP Hunter fluorescence; higher % means a stronger effect; GST-tagged Rac1 F28L mutant substrate | one-dose inhibition, % at 30 µM; IC50 in µM for titrated hits | 340,000 compounds, 0.6% hits | AID 624330;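 active = first-screen hits whose inhibition reached a set limit at any dose in the follow-up dose series; inconclusive = inhibition above the set first-screen limit but never retested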;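 note: fluorescence reports GDP produced by GAP-driven GTP hydrolysis; strong numbers were not always called active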
NTR1 ag cell count 20 µM: recorded beside NTR1 ag, whose call it bears; cell count; measured here: cell count, cytotoxicity flag
Myeloid diff 2 GFP+ MAC1+ %: second read-out of Myeloid diff 2, no call of its own (marks repeat the call); GFP+ MAC1+ double positive, %; measured here: differentiation confirmed by MAC1 staining
Active calls of the source: *; i = inactive; ? = inconclusive; / = not tested or not shown; + = active, no number. Hits appear at their usual frequency; 2.4% or so of the library scored in one or more.

| molecule | LYP inhibition | Myeloid diff 2 | Myeloid diff 2 GFP+ MAC1+ % | GPR35 arrestin U2OS | PhoP inhibition | NTR1 ag | NTR1 ag cell count 20 µM | Siah-1 displacement | HIV peptide binding | GPR55 antagonists | MgcRacGAP inhibition |
| --- | --- | --- | --- | --- | --- | --- | --- | --- | --- | --- | --- |
| Cc1ccc(-c2cc(C(F)F)nc(NCc3cccnc3)n2)cc1 | -4% | i | 0.5 | -8% | 7% | 3.5 | 77 | 2% | -1.0% | -7% | 3% |
| COc1ccc(CN2C(=O)c3ccccc3C2C(=O)NCCc2ccccc2)c(OC)c1 (centres undefined) | -1% | i | 0.1 | 10% | 0% | 0.2 | 56 | 8% | 0.2% | 16% | 0% |
| Cc1c(Cc2ccccc2)c(=O)oc2c(C)c(OCC(=O)NCC3CCC(C(=O)O)CC3)ccc12 (centres undefined) | -1% | i | 3.8 | -14% | / | 7.3 | 83 | 5% | 5.2% | -13% | 2% |
| Cc1ccccc1-n1c(Cn2c(=O)sc3ccccc32)nnc1SCC(=O)N1CCCC1 | 4% | i | 2.8 | -10% | 8% | 2.8 | 53 | 2% | 2.1% | -2% | -2% |
| CC(=O)Nc1ccc(OC(=O)CC2SC(=O)NC2=O)cc1 (centres undefined) | -6% | i | 1.3 | -5% | -13% | 0.1 | 70 | 2% | -0.7% | -4% | ? |
| COC(=O)n1c(SC)nc2ccccc21 | -12% | i | 0.6 | 11% | -9% | 0.4 | 40 | -3% | 0.9% | -46% | -3% |
| O=C(O)c1cc(S(=O)(=O)Nc2ccc3oc(=O)sc3c2)ccc1O | -6% | / | / | 7% | 12% | 1.6 | 54 | 2% | 5.8% | 0% | / |
| Cc1ccc2c(cnn2C(=O)CCC(=O)NC2CCCCC2)c1 | -7% | i | 0.8 | -10% | / | -2.0 | 115 | 11% | 0.4% | 9% | 0% |
| CC(=O)Nc1ccc(C(O)(C(F)(F)F)C(F)(F)F)cc1 | -8% | i | 0.3 | -6% | 0% | -0.2 | 35 | 5% | -3.2% | -5% | -2% |
| COc1ccc(C(=O)NCc2nnc(SCC(=O)N3CCOCC3)o2)cc1 | -4% | i | 0.2 | 22% | 0% | 0.7 | 75 | -8% | -2.4% | 17% | -2% |
| COCCCNC(=O)c1ccccc1NS(C)(=O)=O | -2% | i | 0.2 | -9% | -8% | 0.9 | 47 | -2% | -1.2% | -3% | 13% |
| Cc1ccc(NC(=O)CCc2nnc3ccc(NCc4ccco4)nn23)cc1F | -10% | + | 9.1* | 8% | -9% | 0.2 | 47 | -2% | 2.6% | 10% | 11% |
| O=C(Oc1ccc2ccc(=O)oc2c1)C1CCCCC1 | -10% | i | 1.2 | / | -8% | 1.1 | 51 | 2% | -0.9% | 3% | 13% |
| COc1ccccc1NC(=S)N(Cc1ccc(C)cc1)Cc1cccnc1 | -4% | i | 0.7 | -1% | 0% | 0.1 | 54 | 1% | -1.6% | 4% | -4% |
| Cc1cccc(NC(=O)c2onc3c2CCCC3)c1C | 5% | / | / | 8% | 6% | 0.2 | 43 | -3% | 2.1% | 1% | 10% |
| Cn1nc([N+](=O)[O-])nc1N1CCOCC1 | -4% | i | 0.6 | 0% | 11% | -2.1 | 70 | 9% | 1.7% | -7% | 13% |
| COc1ccc(S(=O)(=O)N2CCOC23CCN(S(=O)(=O)c2cc(C)ccc2C)CC3)cc1 | / | i | 0.5 | / | 7% | 1.7 | 70 | / | / | / | -1% |
| N#Cc1ccccc1Sc1ccccc1C(=O)N1CCOCC1 | -7% | i | 0.8 | -2% | 3% | 0.1 | 52 | 0% | -1.9% | -13% | 13% |
| Cc1ccc(C(=O)CSc2nnc3c4ccccc4nc(C(C)(C)C)n23)cc1 | -7% | i | 0.0 | -8% | -5% | 8.5 | 91 | 3% | -1.3% | 2% | 4% |
| NS(=O)(=O)c1ccc(CCNC(=O)COC(=O)/C=C/c2ccccc2Cl)cc1 | -7% | i | 1.1 | 13% | -7% | -0.5 | 71 | -9% | -0.9% | 8% | -2% |
| COc1ccc(/C=C/C(=O)O)cc1S(=O)(=O)NCC1CCCO1 (centres undefined) | -4% | i | 0.6 | 26% | -10% | 0.5 | 46 | 11% | -1.2% | 14% | 5% |
| O=C(Cn1cnc2cc([N+](=O)[O-])ccc2c1=O)Nc1ccc2c(c1)CCC2 | -10% | i | 0.4 | 5% | 12% | 1.3 | 62 | -4% | 0.1% | 3% | 3% |
| CCCNC(=O)c1c(O)c2cccc3c2n(c1=O)CCC3 | -8% | i | 1.4 | 8% | 5% | / | / | -2% | -0.6% | 3% | -1% |
| CSc1ccc(Cl)c(C(=O)Nc2ccc(N3CCOCC3)cc2)c1 | 1% | i | 0.3 | 3% | 0% | -1.4 | 38 | -1% | -1.3% | 5% | 7% |
| Cc1nc(C(C)N(C)Cc2nc(Cc3ccccc3F)no2)c(C)s1 (centres undefined) | -5% | i | 0.1 | -2% | -7% | 0.4 | 68 | 1% | -0.3% | 7% | 10% |
| O=C(O)CCC(=O)Nc1ccc(F)cc1 | -2% | i | 0.7 | -7% | -5% | -0.7 | 71 | 3% | 20% | -3% | 5% |
| CNC(=O)C12N=CNN=C1N(C)C(=O)N2C (centres undefined) | -6% | i | 0.2 | -10% | -8% | -0.4 | 46 | -3% | 1.1% | 9% | 11% |
| COc1ccc(OC)c(C2C3=C(CC(C)(C)CC3=O)Nc3nnnn32)c1 (centres undefined) | -5% | i | 0.6 | 3% | -8% | 1.9 | 77 | 9% | 0.7% | 0% | -10% |
| COc1ccc(C2NC(=O)c3sc4nc(C)c(C(C)=O)c(-c5ccc(Cl)cc5)c4c3N2)cc1 (centres undefined) | -8% | i | 0.7 | 6% | -7% | 3.7 | 47 | 1% | -2.6% | -4% | 9% |
| CCOC(=O)c1sc(Nc2ccc(F)cc2)nc1C | -3% | i | 0.3 | -3% | -1% | 3.9 | 53 | 2% | 0.3% | 2% | 3% |
| Cc1nnc(SCCC(C)C)[nH]c1=O | -7% | i | 0.4 | 14% | -20% | -0.4 | 97 | -1% | 4.0% | 6% | -2% |
| CC(C)(C)c1ccc(C(=O)NCCOc2ccccc2F)cc1 | 1% | i | 0.8 | -11% | -5% | 5.0 | 82 | 0% | 1.1% | -1% | 2% |
| CC(C)(C)OC(=O)NCCCC[C@H](NC(=O)c1nc[nH]c1C(=O)NC1CCN(C(=O)OC(C)(C)C)CC1)C(=O)OC(C)(C)C | 13% | i | 0.4 | 3% | -2% | 19 | 63 | -2% | 2.3% | 11% | 11% |
| Cc1ccc(-n2c(=O)[nH]cc(C(=O)N3CCc4ccccc43)c2=O)cc1C | -10% | i | 1.5 | 2% | 5% | -1.4 | 88 | 2% | 3.0% | 4% | 1% |
| O=C(Cn1cccc1C(=O)c1ccccc1)NCCCN1CCc2ccccc2C1 | -2% | i | 2.4 | -10% | -5% | 1.5 | 31 | 5% | -1.0% | -1% | -7% |
| CC(NC(=O)C(=O)c1cn(CC(=O)N2CCOCC2)c2ccccc12)c1ccccc1 (centres undefined) | 5% | i | 0.7 | 10% | -11% | -1.1 | 66 | 2% | 0.3% | 4% | 6% |
| Cc1ccc(C)c(NC(=O)C(NCC(C)(C)N2CCOCC2)c2ccccc2)c1 (centres undefined) | 2% | i | 0.1 | -1% | -5% | -0.6 | 66 | 8% | 17% | -1% | 7% |
| CCOc1ccccc1N=c1oc2cc(O)ccc2cc1C(=O)NCC1CCCO1 (centres undefined) | -5% | i | 5.9 | 1% | -5% | 5.8 | 52 | -3% | 3.0% | 8% | 11% |
| CCC(C)(C)NC(=O)C(OC(=O)c1ccco1)c1ccccc1OC (centres undefined) | -3% | i | 1.0 | 3% | 2% | -0.4 | 96 | -4% | -1.7% | -3% | 2% |
| COc1ccc(O)c(C=Nc2cc(C)on2)c1 | -6% | / | / | 7% | 2% | 0.7 | 85 | 1% | -1.3% | -9% | -11% |
| Cc1ccc(C(=O)C2=C(O)C(=O)N(c3ncccn3)C2c2ccc(Cl)cc2)o1 (centres undefined) | 1% | i | 0.9 | -10% | -2% | -0.3 | 56 | -2% | 23% | 8% | 8% |
| CCCC(=O)Nc1ccc(Br)cn1 | -5% | i | 0.8 | -12% | 24% | -0.4 | 49 | 0% | 0.0% | 8% | 8% |
| COc1ccc(NC(=O)N(C2CCCCC2)C(C)c2ccco2)c(OC)c1 (centres undefined) | 9% | i | 5.6 | -5% | -12% | 2.4 | 45 | 1% | 4.6% | 12% | 10% |
| O=C(CCNC(=O)c1ccco1)Nc1ccc(OC(F)F)c(Cl)c1 | -7% | i | 0.4 | -7% | 3% | -1.0 | 44 | 4% | -2.2% | -5% | 2% |
| O=c1[nH]c(S)c(/C=C2\C=Nc3ccccc32)s1 | -6% | i | 1.4 | -7% | 2% | -1.7 | 36 | -4% | 37% | -4% | / |
| Cc1ccc(NC(=O)CSC(C)C(=O)OCC(=O)N2CCN(C(=O)c3ccco3)CC2)cc1 (centres undefined) | / | i | 1.0 | / | 1% | -0.1 | 60 | / | / | / | 0% |
| COc1ccc(CNC(=O)C2CC(C)=C(C)CC2C(=O)O)cc1OC (centres undefined) | -8% | i | 0.3 | 1% | -3% | -0.4 | 56 | 0% | -0.6% | 1% | 7% |
| O=C1CN(S(=O)(=O)c2cc(Cl)ccc2Cl)CCN1 | -1% | i | 0.6 | 9% | -11% | 1.6 | 54 | 0% | -0.7% | 7% | 0% |
| COc1ccc(C(=O)Nc2ccc(N3CCOCC3)cc2)cc1S(=O)(=O)NC1CCCC1 | -5% | i | 0.1 | -8% | 3% | 2.4 | 62 | 7% | -1.5% | -11% | 16% |
| Clc1ccccc1/C=C/C=N/Nc1nc(N2CCOCC2)nc(N2CCOCC2)n1 | 5% | i | 0.8 | 5% | -8% | 0.8 | 40 | 9% | 1.0% | 4% | -2% |
| N/C(=N\OS(=O)(=O)c1ccc(Cl)cc1)c1ccncc1 | -3% | i | 0.9 | -8% | -14% | -0.4 | 53 | 3% | -1.6% | 6% | 5% |
| CC(C)Cc1ccc(S(=O)(=O)N2CCCC2)cc1 | -6% | i | 5.7 | 7% | 1% | 0.8 | 71 | -4% | 0.9% | 8% | 4% |
